Compound activity from PubChem.
TDP1 cell CPT = qHTS for Inhibitors of human tyrosyl-DNA phosphodiesterase 1 (TDP1): qHTS in cells in presence of CPT; Potency, µM (titrated, usually from 46.2 µM), for inactives: at the highest dose activity change, negative = growth inhibition, usual class: inhibitors; chicken DT40 Tdp1-/-;hTDP1 cells + 20 nM CPT, ATP luminescence, 48 h; 420,000 compounds, 12% hits; further: nearly all actives have a fitted effect of over 55% in size
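Cell growth measured by CellTiter-Glo luminescence after a minimum 48 h, 37 C compound exposure with 20 nM CPT in Tdp1-knockout DT40 cells stably expressing hTDP1, seeded 400/well; qHTS titration format.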
FEN1 inhibitor = qHTS Assay for the Inhibitors of Human Flap endonuclease 1 (FEN1); Recombinant FEN1 flap cleavage, fluorescence, 15 min; 390,000 compounds, 0.35% hits; Potency, µM (highest dose often 114 µM), without a hit: at the top dose activity change, negative = inhibition, hits mostly inhibitors; P39748; AID 588795, 2011; further: nearly all actives have a fitted effect of over 65% in size
Target sequence (P39748 whole entry, looked up): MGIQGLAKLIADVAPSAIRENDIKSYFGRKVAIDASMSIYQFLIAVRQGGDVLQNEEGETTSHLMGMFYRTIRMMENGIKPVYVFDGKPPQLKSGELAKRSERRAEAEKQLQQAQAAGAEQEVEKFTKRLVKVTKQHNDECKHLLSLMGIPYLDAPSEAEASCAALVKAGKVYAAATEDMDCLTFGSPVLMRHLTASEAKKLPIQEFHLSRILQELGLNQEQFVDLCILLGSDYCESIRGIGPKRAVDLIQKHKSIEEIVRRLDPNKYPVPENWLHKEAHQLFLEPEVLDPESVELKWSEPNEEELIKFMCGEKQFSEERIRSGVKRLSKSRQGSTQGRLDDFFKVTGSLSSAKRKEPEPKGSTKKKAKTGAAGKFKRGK
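Read-out was taken twice, immediately and after 15 min, following addition of 50 nM substrate to 10 nM FEN1 that had sat with test compound for 15 min at room temperature. Curves came from a four-parameter Hill model.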
KAT2A inh = qHTS Assay for Inhibitors of GCN5L2 | GCN5L2 HAT assay, ThioGlo1 CoA-SH fluorescence | Potency, µM (top dose mostly 58.9 µM), for inactives: at the top dose activity change, negative = inhibition, most hits filed as inhibitors | 390,000 compounds, 0.21% hits
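ThioGlo1-coupled HAT assay: 20nM GCN5L2, 70uM acetyl-CoA, 75uM H3(1-25) peptide, pH 7.5. Fluorescence read at 340/540nm at start and after 20 min at room temperature.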
* marks the source's active call; other numbers are inactive results; ? = inconclusive; · = not tested or not shown; & = joins results of further samples. The call rests on the fitted dose curve; in most records, active means well fitted curve in the direction sought with a large enough effect; inconclusive means small, poorly fitted or top-dose-only effect, or another doubt; inactive means no such curve, though single readings can be large; an effect the other way counts as inactive or inconclusive. On the % scale 0 is the no-effect control and ±100 the full control effect; potency means the concentration at half of the fitted maximal effect. Not all compounds are listed; rates above refer to the full screens.

SMILES | TDP1 cell CPT | FEN1 inhibitor | KAT2A inh
CC(C)[C@@H](N)C(=O)O | -15% | · | 8%
CCOc1cc(C(=S)N2CCOCC2)ccc1OC(=O)c1cccc(C)c1 | ? | -1% | -3%
CCOc1ccc(C2=CC(c3ccccc3)n3ncnc3N2)cc1 (stereo unspecified) | -29% | -11% | ·
Cn1c(CN2CCN(C(=O)c3ccc(F)cc3)CC2)nc2cc([N+](=O)[O-])ccc21 | ? | -2% | 24%
Cc1sc(NC(=O)Nc2ccccc2)c(C(N)=O)c1C | ? | 14% | -4%
COc1ccccc1OCC(=O)NNC(=O)C1CCN(c2ncnc3sc(C)c(C)c23)CC1 | ? | 1% | -5%
COCC(=O)Nc1ccc(Nc2ccccc2)cc1 | -22% | -6% | -23%
O=C(Nc1ccccc1Br)N1CCC(CN2CCCC2)CC1 | -3% | -1% | -11%
Cc1cccc(NCC(=O)N/N=C\c2ccc[nH]2)c1 | 3% | -16% | -32%
Cc1ccc(-n2nnnc2CNC(=O)c2ccccc2F)cc1C | -2% | 12% | 1%
O=C(NCc1ccc(Cl)cc1)c1ccccc1CCc1ccccc1 | -12% | -2% | -6%
c1ccc2c(c1)nc(Nc1ccc(N3CCCCC3)cc1)c1nncn12 | ? | -10% | 4%
CNC(=S)N1N=C(c2ccc(Br)cc2)CC1c1ccc(N(C)C)cc1 (stereo unspecified) | ? | 3% | -23%
O=C(CCn1c(=O)oc2ccccc21)N1CCc2ccccc21 | 5% | -4% | -18%
COc1cc(S(=O)(=O)N2CCN3CCCC3C2)ccc1-n1cnnn1 (stereo unspecified) | -3% | -14% | 1%
Cc1cc(N2C(=O)C3CC=CCC3C2=O)cc(C)c1Br (stereo unspecified) | -16% | 0% | -1%
Cc1ccc2nc(COc3ccccc3NC(=O)c3ccc(F)cc3)cc(=O)n2c1 | 16% | 16% | 1%
COc1ccc(Cl)cc1C(=O)NNC(=S)NC(=O)c1cc(-c2ccccc2)nc2ccccc12 | ? | 13% | -1%
COc1ccc(OCC(=O)NNC(=O)Nc2cccc(Cl)c2)cc1 | -2% | 3% | -8%
Cc1n[nH]c(=O)c2c(NC(=O)COC(=O)c3cccc(OC(F)F)c3)oc(C)c12 | -3% | -2% | -4%
CCCCC[C@@H](/C=C/C1C(=O)C=C[C@H]1C/C=C\CCCC(=O)O)OC(C)=O (stereo partly specified) | 21µM* | 5% | ·
COc1ccc(CN(C)C(=O)c2cnc(C)cn2)c(OC)c1OC | -24% | -15% | -11%
COc1ccccc1CNC(=O)C1CC2Cn3c(nc4cc(Cl)c(Cl)cc43)C2N1C (stereo unspecified) | ? | -13% | ·
CC(C(=O)Nc1ccc(C#N)cc1)N(C)CC(=O)Nc1ccccc1Br (stereo unspecified) | ? | -18% | 4%
Cc1ccc(S(=O)(=O)N[C@@H](Cc2ccccc2)C(=O)N2CCC(C(=O)N[C@H](C(=O)O)C(C)O)CC2)cc1 (stereo partly specified) | 9% | 17% | 1%

(continued)
SMILES | TDP1 cell CPT | FEN1 inhibitor | KAT2A inh
C=CCNc1nc(N2CCOCC2)nc(N2CCOCC2)n1 | -13% | -6% | -2%
Cn1c(COc2ccccc2)nnc1SCC(=O)c1cccc([N+](=O)[O-])c1 | ? | -18% | -6%
O=C(Nc1ccc2c(c1)OCCO2)C1CCN(C(=O)c2ccccc2)CC1 | -22% | 3% | 1%
Cc1cc(/C=C(\C#N)C(=O)O)c(C)n1CC(C)C | 6% | -5% | -20%
c1cncc(CNc2ncn[nH]2)c1 | 9% | -4% | 0%
CC(C)COC(=O)N1CCN(S(=O)(=O)c2ccc3c(c2)CCC3)CC1 | ? | 6% | -1%
CCOc1ccc(-c2c(=O)n(OCc3ccccn3)c3ccccc3[n+]2[O-])cc1 | 21µM* | 0% | -6%
CCOC(=O)C1=C(COC(=O)c2ccc3ccccc3c2O)NC(=O)NC1C (stereo unspecified) | ? | -21% | -16%
Cc1ccc(Cl)cc1N1CCN(C(c2ccc(C#N)cc2)c2nnnn2C2CCCC2)CC1 (stereo unspecified) | -25% | 0% | -8%
COc1ccc([N+](=O)[O-])cc1N(CC(=O)NCCSc1ccccc1)S(C)(=O)=O | -1% | -1% | 1%
O=C1CC(Sc2cccs2)C(=O)N1c1ccccc1 (stereo unspecified) | 3.7µM* | 7% | -6%
COc1ccc(C(CNC(=O)COc2ccc(Cl)c(C)c2)N2CCOCC2)cc1 (stereo unspecified) | 21µM* | -10% | 0%
COc1ccc(NC(=O)C(=O)N/N=C(\C)CC(=O)Nc2cc(C)ccn2)c(OC)c1 | 13% | 10% | 0%
COc1cc(/C=N/Nc2ccc(Cl)c(C(=O)O)c2)ccc1OC(=O)c1ccccc1F | -2% | -20% | -14%
CC(=O)C(Sc1ccc2nnc(-c3ccc(F)cc3)n2n1)C(C)=O | ? | -1% | -5%
Cc1n[nH]c(=O)nc1NCc1ccccc1Cl | 2% | -9% | -15%
CCOC(=O)c1sc2nc(C)cc(C)c2c1NC(=O)c1ccco1 | 5% | 0% | -3%
CC12CCC(C(=O)N(c3ccc(Cl)cc3)C1=O)C2(C)C (stereo unspecified) | -1% | -6% | -4%
O=C(CN1CCOCC1)Nc1ccc(Oc2ccccc2)cc1 | ? | 6% | -1%
CCn1nc(C)cc1C(=O)N1CCCC(Nc2ccc(F)c(F)c2)C1 (stereo unspecified) | -6% | 4% | -4%
NC(=O)C1(N2CCCCC2)CCN(C(=O)c2cccn3c(=O)c4cc(Cl)ccc4nc23)CC1 | -30% | 4% | -3%
S=C(N/N=C/c1ccc2ncccc2c1)Nc1ccccc1 | 23µM* | -8% | -6%
COc1ccc(Cc2nnc(SCC(=O)Nc3ccc(N4CCOCC4)cc3)n2C)cc1 | 22% | -13% | -6%
S=C(Nc1ccc(Nc2ccccc2)cc1)N1CCN(c2ncccn2)CC1 | 0% | -2% | -13%
O=S(=O)(c1ccccc1C(F)(F)F)N1CCN(S(=O)(=O)c2ccccc2C(F)(F)F)CC1 | ? | -6% | -1%

(cont.)
SMILES | TDP1 cell CPT | FEN1 inhibitor | KAT2A inh
Cc1cc(C)cc(NS(=O)(=O)c2ccc3[nH]cc(C(=O)N(C)Cc4ccccc4)c(=O)c3c2)c1 | 0% | -20% | -6%
O=C(Nc1nc(-c2ccccc2)cs1)c1ccc(S(=O)(=O)N2CCc3ccccc32)cc1 | ? | 8% | -12%
O=C(COC(=O)Cc1ccc(Br)cc1)NC1CCCC1 | 4% | -3% | 1%
Cc1cc(=O)n2nc(N3CCC(C(=O)Nc4c(F)c(F)c(F)c(F)c4F)CC3)sc2n1 | 6% | -8% | -5%
Cc1ccccc1C(=O)c1cccn1CC(=O)NCC1CCCO1 (stereo unspecified) | -7% | 1% | -3%
Cc1c(N=C(N)/N=C(\N)Nc2ccccc2)c(=O)n(-c2ccccc2)n1C | -1% | -10% | 36%
Cc1c(Cl)cccc1NC(=S)N1CCN(c2ccc([N+](=O)[O-])cn2)CC1 | -1% | 4% | -3%
CN1C(=O)/C(=C\c2ccc(OC(=O)c3ccco3)cc2)SC1=S | -12% | 0% | -3%
Cc1ccc(S(=O)(=O)N2CCN(Cc3nc4sc(C)c(C)c4c(=O)[nH]3)CC2)cc1 | -1% | 1% | ·
Cc1cc(C)nc(SCCN2CCCCC2)n1 | 11% | 4% | ·
CC1=CC=CC2=NC(=O)CC(C)(C(=O)N(CC(=O)NC3CCCC3)c3ccccc3C)N12 (stereo unspecified) | 7% | 2% | -3%
COc1ccccc1N1CCN(CC(=O)NCCc2ccc(S(N)(=O)=O)cc2)CC1 | 3% | 4% | -8%
COc1cccc(-n2c(C)cc(/C=C3\C(=N)N4N=C(CC(=O)N5CCOCC5)SC4=NC3=O)c2C)c1 | -3% | 0% | -11%
CN1CCN(c2oc(-c3ccco3)nc2S(=O)(=O)c2ccccc2)CC1 | -5% | -3% | 0%
N=c1ncn(CC(O)CO)c2nc(N3CCOCC3)[nH]c12 (stereo unspecified) | -6% | 0% | 0%
Cc1ccc(S(=O)(=O)N2CCN(CC(O)c3ccccc3)CC2)cc1C (stereo unspecified) | -13% | -1% | 1%
Clc1cccc(CNc2ncnc3c2nc2n3CCCC2)c1 | ? | -7% | -7%
O=C(COC(=O)c1cc([N+](=O)[O-])ccc1N1CCOCC1)c1ccccc1 | 19% | 2% | -12%
O=C(Nc1ccc(C(=O)N2CCN(c3ccc(F)cc3)CC2)cc1)C1=CSCCO1 | ? | 8% | -2%
CCN(CC)c1ccc(S(=O)(=O)N2CCCCC2)cc1NC(=O)C1=COCCO1 | ? | -14% | -3%
C/C(N)=C(/C#N)C(=O)COC(=O)c1cc(C)n(-c2ccc(F)cc2)c1C | ? | 8%&-17% | -7%
CCOc1ccc(N2CC(C(=O)NCc3cccc(C)c3)CC2=O)cc1 (stereo unspecified) | ? | 0% | ?
CCN1C(=O)[C@H]2[C@@H](c3ccc(-c4cccc(Cl)c4)cc3)N[C@@](C)(C(=O)OC)[C@H]2C1=O | 16µM* | -3% | -20%
O=C(c1cc2c(s1)CCCC2)N1CCN(S(=O)(=O)c2ccccc2C(F)(F)F)CC1 | ? | 0% | -12%
C1=C(CCNc2ncnc3nc[nH]c23)CCCC1 | 13µM* | 4% | 1%
O=C(Nc1ccc(OCc2cc(=O)n3ccsc3n2)cc1)c1ccc(F)cc1 | 3% | -10% | -5%

Already shown: entries from further up.
SMILES | TDP1 cell CPT | FEN1 inhibitor | KAT2A inh
Cc1ccccc1C(=O)c1cccn1CC(=O)NCC1CCCO1 (stereo unspecified) | -7% | 1% | -3%
Cc1c(N=C(N)/N=C(\N)Nc2ccccc2)c(=O)n(-c2ccccc2)n1C | -1% | -10% | 36%
Cc1c(Cl)cccc1NC(=S)N1CCN(c2ccc([N+](=O)[O-])cn2)CC1 | -1% | 4% | -3%
CN1C(=O)/C(=C\c2ccc(OC(=O)c3ccco3)cc2)SC1=S | -12% | 0% | -3%
Cc1ccc(S(=O)(=O)N2CCN(Cc3nc4sc(C)c(C)c4c(=O)[nH]3)CC2)cc1 | -1% | 1% | ·
Cc1cc(C)nc(SCCN2CCCCC2)n1 | 11% | 4% | ·
CC1=CC=CC2=NC(=O)CC(C)(C(=O)N(CC(=O)NC3CCCC3)c3ccccc3C)N12 (stereo unspecified) | 7% | 2% | -3%
COc1ccccc1N1CCN(CC(=O)NCCc2ccc(S(N)(=O)=O)cc2)CC1 | 3% | 4% | -8%
COc1cccc(-n2c(C)cc(/C=C3\C(=N)N4N=C(CC(=O)N5CCOCC5)SC4=NC3=O)c2C)c1 | -3% | 0% | -11%
CN1CCN(c2oc(-c3ccco3)nc2S(=O)(=O)c2ccccc2)CC1 | -5% | -3% | 0%
N=c1ncn(CC(O)CO)c2nc(N3CCOCC3)[nH]c12 (stereo unspecified) | -6% | 0% | 0%
Cc1ccc(S(=O)(=O)N2CCN(CC(O)c3ccccc3)CC2)cc1C (stereo unspecified) | -13% | -1% | 1%
Clc1cccc(CNc2ncnc3c2nc2n3CCCC2)c1 | ? | -7% | -7%
O=C(COC(=O)c1cc([N+](=O)[O-])ccc1N1CCOCC1)c1ccccc1 | 19% | 2% | -12%
O=C(Nc1ccc(C(=O)N2CCN(c3ccc(F)cc3)CC2)cc1)C1=CSCCO1 | ? | 8% | -2%
CCN(CC)c1ccc(S(=O)(=O)N2CCCCC2)cc1NC(=O)C1=COCCO1 | ? | -14% | -3%
C/C(N)=C(/C#N)C(=O)COC(=O)c1cc(C)n(-c2ccc(F)cc2)c1C | ? | 8%&-17% | -7%
CCOc1ccc(N2CC(C(=O)NCc3cccc(C)c3)CC2=O)cc1 (stereo unspecified) | ? | 0% | ?
CCN1C(=O)[C@H]2[C@@H](c3ccc(-c4cccc(Cl)c4)cc3)N[C@@](C)(C(=O)OC)[C@H]2C1=O | 16µM* | -3% | -20%
O=C(c1cc2c(s1)CCCC2)N1CCN(S(=O)(=O)c2ccccc2C(F)(F)F)CC1 | ? | 0% | -12%
C1=C(CCNc2ncnc3nc[nH]c23)CCCC1 | 13µM* | 4% | 1%
O=C(Nc1ccc(OCc2cc(=O)n3ccsc3n2)cc1)c1ccc(F)cc1 | 3% | -10% | -5%
